TRPC4 PAM: positive allosteric modulators of TRPC4, primary screen, cell-based, mouse TRPC4beta, HEK293 mu-opioid, Fluo-4 calcium; DAMGO EC20, Fluo-4 Ca2+ flux; hits give high values; B-score at 10 µM; hit rate 0.42% among 310,000;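 active = B-score of calcium response area above 5 SD of library B-scores, with initial fluorescence ratio within 5 SD of library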;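 also: B-score of integrated fluorescence ratio over time as area under calcium response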
MrgX1 antag: antagonists of human MrgX1 receptor, primary screen, HEK293 cells, Fluo-4 calcium flux; BAM8-22 antagonism; hits give low values; B-score at 10 µM; AID 588676, 2011; Mas-related G-protein coupled receptor member X1 (Homo sapiens), Q96LB2; hit rate 1.3% among 310,000;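 active = calcium-response B-score plate-corrected more than 3 library SD below zero, starting fluorescence within 5 deviations, no agonist response on first addition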;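 also: peak minus trough fluorescence over baseline after final BAM8-22 challenge near maximal dose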
TRPC6 inhibitor: mouse TRPC6 channel inhibitors, primary screen, cell-based, HEK293, membrane potential dye | Short transient receptor potential channel 6 (Mus musculus), Q61143 | ACh-evoked depolarization; hits give low values | B-score at 10 µM | hit rate 1.1% among 310,000 | AID 2553, 2010;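 active = B-score under library mean minus 3 SD, initial fluorescence not abnormally high, positive integrated signal ratio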;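 also: B-score derived from integrated fluorescence ratio over the kinetic read; more negative B-score means stronger inhibition of depolarization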
Target sequence (Q61143 whole entry, looked up): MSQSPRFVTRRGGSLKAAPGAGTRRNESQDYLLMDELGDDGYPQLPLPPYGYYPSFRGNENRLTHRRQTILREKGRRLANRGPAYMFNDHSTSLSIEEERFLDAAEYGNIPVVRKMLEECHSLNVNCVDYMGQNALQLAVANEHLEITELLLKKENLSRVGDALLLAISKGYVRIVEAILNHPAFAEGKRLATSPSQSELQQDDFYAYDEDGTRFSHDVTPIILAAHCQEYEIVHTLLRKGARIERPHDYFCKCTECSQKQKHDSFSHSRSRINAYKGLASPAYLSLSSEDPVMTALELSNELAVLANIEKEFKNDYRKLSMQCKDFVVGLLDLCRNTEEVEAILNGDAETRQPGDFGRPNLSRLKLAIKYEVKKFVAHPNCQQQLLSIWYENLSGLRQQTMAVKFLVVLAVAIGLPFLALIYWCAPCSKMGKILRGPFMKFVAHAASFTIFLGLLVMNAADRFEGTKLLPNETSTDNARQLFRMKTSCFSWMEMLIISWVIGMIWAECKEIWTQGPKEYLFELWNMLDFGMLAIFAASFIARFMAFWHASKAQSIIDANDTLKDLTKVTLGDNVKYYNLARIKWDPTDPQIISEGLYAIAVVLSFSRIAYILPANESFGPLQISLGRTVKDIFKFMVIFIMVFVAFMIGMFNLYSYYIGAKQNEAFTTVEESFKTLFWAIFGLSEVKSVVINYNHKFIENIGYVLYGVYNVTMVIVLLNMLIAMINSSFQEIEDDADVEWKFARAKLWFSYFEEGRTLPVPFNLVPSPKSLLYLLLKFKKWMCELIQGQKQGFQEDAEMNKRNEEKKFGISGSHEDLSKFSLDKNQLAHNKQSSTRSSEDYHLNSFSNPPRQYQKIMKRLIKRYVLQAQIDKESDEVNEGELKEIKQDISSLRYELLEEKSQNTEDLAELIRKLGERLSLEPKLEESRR
aSyn UTR inh: MLPCN primary screen, SNCA 5' untranslated region. inhibition, % (tested at 7.5 µM). hit rate 0.82% among 300,000. alpha-synuclein 5'UTR reporter, inhibitor activity; in the data active = inhibition above about 60%;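 also: H4 neuroglioblastoma cells stably carrying SNCA 5'UTR luciferase fusion; 0% = DMSO wells and 100% = positive control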
IEC-6 cytotox: cytotoxicity in IEC-6 intestinal epithelial cells, primary screen, cytotoxicity control for KLF5 inhibitor project, cell-based, luminescence; IEC-6 cytotoxicity, luminescence viability; inhibition, % at 5 µM; hit rate 0.78% among 290,000; in the data active = inhibition above about 22%;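 also: 0% = plate median of test compound wells and 100% = cytotoxic reference compound wells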
TRPC6 act: mouse TRPC6 channel activators, primary screen, cell-based, HEK293, membrane potential dye | Short transient receptor potential channel 6 (Mus musculus), Q61143 | HEK293-TRPC6 membrane potential dye fluorescence; hits give high values | B-score at 10 µM | hit rate 0.13% among 310,000 | AID 2550, 2010;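 active = B-score of the integrated fluorescence ratio above library mean plus 3 SD, and starting fluorescence ratio within library mean plus 5 SD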;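 also: higher score means more depolarization so channel activation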
KLF5 inh: KLF5 expression inhibitors, primary screen, DLD-1 cells, luminescence; DLD-1 KLF5 promoter-luciferase reporter; inhibition, % at 5 µM; hit rate 0.23% among 290,000;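 active = inhibition above a per-plate limit of that plate's mean compound inhibition plus 3 SD, cut at about 60% in these data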;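 also: 0% = DMSO wells and 100% = LY294002 at 200 µM; higher means less KLF5 promoter-driven luciferase light; inactives centre near -14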
HIF activator: HIF pathway transcriptional activators, primary screen, cell-based, U2OS HRE-luciferase, luminescence | hit rate 0.32% among 300,000 | AID 1910, 2009 | activation, % at 7.5 µM (by protocol) | U2OS HRE-luciferase reporter; normalized: DMSO 0%, desferrioxamine 100%;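 active = mean activation of at least 10% of the iron chelator positive control signal, with at least half of replicates also reaching 10%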
TRPC4 inh: inhibitors of mouse TRPC4 channel, primary screen, Fluo4 calcium, HEK293 TRPC4beta/mu-opioid cells. Short transient receptor potential channel 4 (Mus musculus), Q9QUQ5. DAMGO-evoked Fluo4 calcium flux; hits give low values. B-score at 10 µM. hit rate 0.39% among 300,000. AID 2247, 2010;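 active = B-score over 3 SD under the library average, no early fluorescence shift, positive overall ratio signal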
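System: stable TRPC4beta/mu-opioid receptor HEK293 cells; Dosing: single-point compound dosing; Measured by: Fluo4 Ca2+ flux fluorescence; Read-out basis: per-well B score of integrated baseline-normalized Fluo4 ratio.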
SKKanGAS inh: S. pyogenes SKKanGAS growth inhibitors in kanamycin, primary screen, streptokinase expression inhibitor project, SKKanGAS strain, BacTiter-Glo luminescence; hit rate 1.3% among 300,000; 6 h; inhibition, % at 7.5 µM;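 active = mean replicate score, as percent of positive control median, at least 50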;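 also: strain carries kanamycin resistance gene driven by streptokinase promoter and grows in 40 µg/ml kanamycin; loss of luminescence reflects streptokinase promoter inhibition or plain growth inhibition; 0% = median of DMSO wells and 100% = positive control at its reference dose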
TRPC4 agonist: activators of mouse TRPC4 channel, primary screen, Fluo4 calcium, HEK293 TRPC4beta/mu-opioid cells; Short transient receptor potential channel 4 (Mus musculus), Q9QUQ5; Fluo4 calcium fluorescence; hits give high values; B-score at 10 µM; hit rate 0.49% among 310,000; AID 2237, 2010;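 active = B-score above 5 SD of library B-scores, and initial fluorescence ratio not above library mean plus 5 SD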;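 also: positive B-score marks a calcium rise read as TRPC4 activation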
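system = HEK293 cells stably co-expressing mouse TRPC4beta and mu-opioid receptor | schedule = Fluo4 dye loading 45 min at room temperature, 110 s recording | measure = B-scored integrated calcium fluorescence ratio | signal = Fluo4 calcium-sensitive dye fluorescence, kinetic, 1 Hz baseline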
* = called active by the depositor; i = inactive; . = no result given.

Results follow in this order: TRPC4 PAM	MrgX1 antag	TRPC6 inhibitor	aSyn UTR inh	IEC-6 cytotox	TRPC6 act	KLF5 inh	HIF activator	TRPC4 inh	SKKanGAS inh	TRPC4 agonist
> O=C(CC1C(=O)N(c2ccccc2)C(=S)N1c1ccccc1)c1ccccc1 (stereo unspecified)
    i	i	i	-4	-1	i	-6	0.3	i	-2	i
> O=C1Nc2ccc(S(=O)(=O)N3CCCC3C(=O)O)c3cccc1c23 (stereo unspecified)
    i	i	i	1	-6	i	-15	-0.1	i	4	i
> Cn1c(=O)c2c(nc(CN3CCOCC3)n2CCCO)n(C)c1=O
    i	i	i	0	-6	i	-21	-0.2	i	2	i
> COc1ccc(C)cc1NC(=O)CN1C(=O)COc2ccc(S(=O)(=O)N3CCC(C)CC3)cc21
    i	i	i	7	2	i	-2	-0.2	i	1	i
> CCc1nnc(NC(=O)CCC(=O)NCc2ccc(OC)cc2)s1
    i	i	i	-21	-2	i	18	-0.9	i	11	i
> O=C(CSc1ccc(Cl)cc1)N/N=C/c1cccnc1
    i	i	i	18	6	i	15	0.4	i	1	i
> O=C(NC1CCCCC1)Oc1cccc2ccccc12
    i	i	i	-7	1	i	-16	0.0	i	2	i
> Cc1ccc(NC(=O)NC2CCCN2S(=O)(=O)c2ccc(Cl)cc2)cc1 (stereo unspecified)
    i	i	i	16	-3	i	-25	-0.2	i	-13	i
> O=C1CSCN1c1cc(Cl)ccc1Cl
    i	i	i	-18	6	i	8	-0.6	i	2	i
> NC(=NC(=O)c1ccccc1)N1CCN(C(c2ccccc2)c2ccccc2)CC1
    i	i	i	0	0	i	-17	-0.4	i	43	i
> COC(C(=O)Nc1ccc(Br)cc1F)c1ccccc1 (stereo unspecified)
    i	i	i	-4	1	i	-45	-0.1	i	17	i
> COc1ccc(S(=O)(=O)N(CC(=O)NCc2ccco2)c2ccc(F)cc2)cc1
    i	i	i	-30	-5	i	-13	-0.2	i	4	i
> Cn1c(CN2CCN(C(=O)c3ccc(F)cc3)CC2)nc2cc([N+](=O)[O-])ccc21
    i	i	i	31	4	i	-16	-0.2	i	-9	i
> CCOc1ccc(C2=CC(c3ccccc3)n3ncnc3N2)cc1 (stereo unspecified)
    i	i	i	-4	.	i	.	0.4	i	-2	i
> O=C(Nc1ccccc1)c1ccc(-n2cnnn2)cc1
    i	i	i	-48	0	i	-56	1.1	i	0	i
> COC(=O)CCCC1=CC2=CC(=O)C(C)(OC(=O)c3cccs3)C(=O)C2=CN1CC1CC1 (stereo unspecified)
    i	i	i	5	.	i	.	1.6	i	3	i
> Cc1cc2cc(CN3C(=O)c4ccccc4C3=O)ccc2[nH]1
    i	i	i	-26	-3	i	6	-0.5	i	-3	i
> Cc1sc(NC(=O)Nc2ccccc2)c(C(N)=O)c1C
    i	i	i	-161	6	i	-121	3.6	i	5	i
> COCC(=O)Nc1ccc(Nc2ccccc2)cc1
    i	i	i	-51	-6	i	8	0.1	i	0	i
> Cc1cccc(NCC(=O)N/N=C\c2ccc[nH]2)c1
    i	i	i	19	1	i	-10	0.0	i	4	i
> CNC(=S)N1N=C(c2ccc(Br)cc2)CC1c1ccc(N(C)C)cc1 (stereo unspecified)
    i	i	i	-6	8	i	-8	0.1	i	11	i
> O=C(NCc1ccc(Cl)cc1)c1ccccc1CCc1ccccc1
    i	i	i	35	-1	i	12	-0.5	i	4	i
> c1ccc2c(c1)nc(Nc1ccc(N3CCCCC3)cc1)c1nncn12
    i	i	i	-4	1	i	-19	1.4	i	59*	i
> O=C(CCn1c(=O)oc2ccccc21)N1CCc2ccccc21
    i	i	i	-61	1	i	-33	1.8	i	-4	i
> COc1cc(S(=O)(=O)N2CCN3CCCC3C2)ccc1-n1cnnn1 (stereo unspecified)
    i	i	i	22	2	i	5	-0.3	i	0	i
> Cc1n[nH]c(=O)c2c(NC(=O)COC(=O)c3cccc(OC(F)F)c3)oc(C)c12
    i	i	i	-6	.	i	.	-18	i	-17	i
> COc1ccc(OCC(=O)NNC(=O)Nc2cccc(Cl)c2)cc1
    i	i	i	6	-6	i	-20	-0.1	i	-2	i
> COc1ccc(Cl)cc1C(=O)NNC(=S)NC(=O)c1cc(-c2ccccc2)nc2ccccc12
    i	-6.5*	i	-11	7	i	4	-24	i	80*	i
> Cc1cc(N2C(=O)C3CC=CCC3C2=O)cc(C)c1Br (stereo unspecified)
    i	i	i	1	-5	i	-2	0.2	i	2	i
> Oc1ccc(Br)cc1C=Nc1ccc2[nH]ncc2c1
    i	i	i	-1	-3	i	-2	0.3	i	0	i
> OC(CN1CCN(C(c2ccccc2)c2ccccc2)CC1)c1ccc(Br)cc1 (stereo unspecified)
    i	i	i	12	-4	i	-16	0.2	i	28	i
> Cc1ccc(N=c2ssnc2Cl)cc1
    i	i	i	46	1	i	-44	-0.9	i	-6	i
> O=c1c2ccccc2ncn1-c1ccccc1[N+](=O)[O-]
    i	i	i	10	6	i	-26	1.0	i	4	i
> Cc1ccc(OCC(=O)N/N=C\c2c(C)[nH]n(-c3ccccc3)c2=O)c([N+](=O)[O-])c1
    i	i	i	-32	2	i	-2	-0.4	i	30	i
> Cc1cccc(C)c1NC(=O)c1sccc1SCC#N
    i	i	i	32	10	i	20	-0.4	i	-2	i
> O=C1c2ccccc2NC2(CCCC2)N1N=C1CCCC1
    i	i	i	-11	2	i	-4	1.0	i	-4	i
> CCCn1c(SCC(=O)NC(=O)Nc2ccc(C)cc2C)n[nH]c1=O
    12*	i	i	12	-3	i	-22	.	i	-12	i
> CN(C)C(C)(C)/C=C/C(O)(c1ccccc1)c1ccccc1
    i	i	-8*	4	-3	i	-2	-0.3	i	-12	i
> CSc1nc2ccc(S(=O)(=O)N3CCCCC3)cc2s1
    i	i	i	2	8	i	-12	0.0	i	0	i
> CC1=NN(c2ccccc2)C(=O)C1c1ccccc1 (stereo unspecified)
    i	i	i	18	10	i	-53	-1.6	i	1	i
> CCCc1nnc(NC(=O)c2ccc(N3C(=O)C4C5C=CC(C5)C4C3=O)cc2)s1 (stereo unspecified)
    i	i	i	-5	0	i	-20	-0.3	i	-4	i
> O=C(Nc1ccccn1)[C@@H]1CCC(=O)N1C(=O)OCc1ccccc1
    i	i	i	12	-3	i	-20	-0.2	i	-1	i
> CCOc1cc(C(=S)N2CCOCC2)ccc1OC(=O)c1cccc(C)c1
    i	i	i	14	6	i	-18	0.6	i	10	i
> Nc1cc(=O)n(Cc2ccccc2)c(=O)n1-c1ccc(F)cc1
    i	i	i	14	-2	i	-10	-0.5	i	12	i
> COc1ccc(-c2cc(C(=O)Nc3cccnc3Cl)no2)cc1OC
    i	i	i	-13	6	i	12	0.3	i	1	i
> CCOC(=O)C1=C(CSc2nc3c(cc2C#N)CN(C)CC3)OC(N)=C(C#N)C1c1ccccc1 (stereo unspecified)
    .	i	.	-1	-2	.	-26	0.2	.	1	.
> COc1cccc(CNC(=O)CCCN2C(=O)C(c3ccccc3)Oc3cccnc32)c1OC (stereo unspecified)
    i	i	i	16	-5	i	-13	-0.2	i	4	i
> Cc1ccc(CS(=O)(=O)Cc2ccc(C(=O)NC3CCCC3)o2)cc1
    i	i	i	6	2	i	-37	0.4	i	-21	i
> CCc1ccc(NC(=S)Nc2ccc3[nH]c(=O)[nH]c3c2)cc1
    i	i	i	-22	0	i	-36	0.2	i	-2	i
> Cc1ccc(CSCC(=O)N/N=C/c2cccc(OC3CSC3)c2)cc1
    i	i	i	-1	3	i	-22	0.3	i	-13	i

(more compounds)
Results follow in this order: TRPC4 PAM	MrgX1 antag	TRPC6 inhibitor	aSyn UTR inh	IEC-6 cytotox	TRPC6 act	KLF5 inh	HIF activator	TRPC4 inh	SKKanGAS inh	TRPC4 agonist
> O=C(O)/C=C/c1cnc2ccccc2n1
    i	i	i	-9	2	i	7	-2.0	i	-2	i
> O=S(=O)(NCCCCCNS(=O)(=O)c1ccc(F)cc1)c1ccc(F)cc1
    i	i	i	5	-3	i	-4	-0.3	i	-1	i
> Cc1ccc[n+](CC(=O)N2CCCc3ccccc32)c1
    i	i	i	26	6	i	19	-0.2	i	-13	i
> CCN(CC)S(=O)(=O)c1cccc(NC(=O)C(=O)c2c(-c3ccccc3)cc3ccccn23)c1
    i	i	i	10	6	i	-35	-0.2	i	6	i
> COc1ccc(N2CCN(CCNC(=O)c3nnc(Cc4c(F)cccc4Cl)o3)CC2)cc1
    i	i	i	-13	-9	i	-19	-0.2	i	3	i
> CCn1nc([N+](=O)[O-])c(C(C#N)c2nc3cc(C(F)(F)F)ccc3s2)c(Cl)c1=O (stereo unspecified)
    i	i	-11*	1	8	i	-13	-0.5	i	28	i
> Cc1c(C)n(Cc2ccc(F)cc2)c2ccc(C(=O)NCCN3CCOCC3)cc12
    i	i	i	13	-2	i	10	-0.2	i	0	i
> CNC(=S)N1CCN(C(=O)C2CCCO2)CC1 (stereo unspecified)
    i	i	i	-1	2	i	-12	-0.2	i	-3	i
> CCOC(=O)c1[nH]c2ccc(Br)cc2c1NC(=O)CCN1CCCC(C)(C)C1
    i	i	i	-41	4	i	-11	1.6	i	-4	i
> CCOC(=O)C1CCN(C(=O)Cn2nc(C)n3nc(-c4ccc(CC)cc4)cc3c2=O)CC1
    i	i	i	32	1	i	-38	-0.4	i	5	i
> COc1ccc(CC2CC(=O)N(c3ccc(C)cc3)C2=O)cc1 (stereo unspecified)
    i	i	i	-9	2	i	-29	0.2	i	-1	i
> NNC(=O)c1cc2c(s1)CCCCCC2
    i	i	i	2	7	i	-2	1.0	i	5	i
> CCOc1cc(/C=C/c2nc3ccccc3c(=O)[nH]2)ccc1O
    i	i	i	-133	6	i	-110	2.3	i	3	i
> COCCCNC(=O)c1c[nH]c2ccc(S(=O)(=O)N3CCC(C)CC3)cc2c1=O
    i	i	i	4	0	i	-21	0.0	i	1	i

Bioassay records: PubChem, several laboratories
